PriA SSB inh = inhibitors of Klebsiella pneumoniae PriA binding to SSB C-terminal tail, primary screen, biochemical, AlphaScreen | inhibition, % at 33 µM | AlphaScreen SSBct-PriA binding, biotinylated peptide | actives 0.6% (n = 430,000) | PriA–SSB C-terminal tail interaction (Klebsiella pneumoniae) | AID 1272365, 2023; in the data active means inhibition mostly above about 37%, no sharp cut-off; inactive means mostly below about 20%;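 further: plate controls were negative control peptide for no effect and reference peptide for full effect; strong numbers were not always called active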
Vc quorum ag = inducers of Vibrio cholerae quorum light production without autoinducers, primary screen, BH1578 luxS cqsA deficient, single point | V. cholerae BH1578 lux reporter, luminescence, 6 h | actives 0.16% (n = 350,000) | AID 588436, 2011 | activation, % at 18.7 µM; in the data active means activation mostly above about 9.7%, no sharp cut-off; further: not every result past the cut was called active; inactives centre near 0; reference of the scale not given here
MazF activator = activators of E. coli MazEF toxin-antitoxin RNase, primary screen, biochemical, fluorescence, uHTS | Endoribonuclease toxin MazF (Escherichia coli (strain K12)), P0AE70 | FAM/BHQ RNA-DNA oligo cleavage fluorescence, 5 h | activation, % at 20 µM | actives 0.32% (n = 350,000) | AID 504720, 2011; in the data active means activation above about 50%
CCHFV vOTU inh = CCHFV vOTU protease inhibitors, primary screen, biochemical, Pep-AMC substrate, fluorescence | inhibition, % at 11.5 µM | actives 0.55% (n = 370,000) | Crimean-Congo hemorrhagic fever virus L polyprotein viral ovarian tumor (vOTU) protease …; in the data active means inhibition above about 30%; further: 0% = vehicle wells with enzyme and 100% = no enzyme wells
PrPC surface inh = inhibitors of human cell surface prion protein PrPC, primary screen, cell-based, TR-FRET; Major prion protein (Homo sapiens), P04156; TR-FRET read-out; inhibition, % at 13.8 µM; actives 0.43% (n = 370,000); AID 720596, 2013; in the data active means inhibition above about 24%; further: 0% = median of the test wells and 100% = reference compound wells
VHR inh abs = VHR1 phosphatase inhibitors, primary screen, biochemical, absorbance, uHTS; Dual specificity protein phosphatase 3 (Homo sapiens), P51452; actives 0.52% (n = 290,000); inhibition, % at 13.3 µM; recombinant VHR phosphatase, pNPP absorbance; in the data active means inhibition above about 50%; further: some compounds called inactive have numbers as strong as hits
SARS 3CLpro inh = SARS-CoV 3CLpro protease inhibitors, primary screen, biochemical, quenched FRET; Replicase polyprotein 1ab (Severe acute respiratory syndrome coronavirus), P0C6X7; recombinant SARS-CoV 3CLpro, quenched FRET peptide cleavage; inhibition, % at 6 µM; actives 0.14% (n = 290,000); AID 1706, 2009; in the data active means inhibition above about 12%
Rv3671c inh = Rv3671c serine protease inhibitors, primary screen, biochemical, fluorescence polarization, M. tuberculosis H37Rv | inhibition, % at 5.96 µM | actives 0.048% (n = 320,000); in the data active means inhibition above about 38%;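 further: extracellular domain of Rv3671c used as enzyme; 0% = enzyme with DMSO and 100% = no enzyme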
TcdB GH inh = TcdB glycohydrolase inhibitors, primary screen, biochemical, single point, plate reader. inhibition, % at 9.99 µM. actives 0.24% (n = 350,000). TcdB glycohydrolase enzymatic assay. Toxin B (Clostridioides difficile), P18177; in the data active means inhibition above about 10%
Yp Topo-I inh = Yersinia pestis topoisomerase I inhibitors, primary screen, biochemical, cleavage product accumulation, plate reader, single point. Y. pestis Topo-I cleavage product accumulation. activity, % at 10 µM. actives 0.064% (n = 360,000); in the data active means activity above about 50%, passing the limit was not always enough; further: inactives centre near 2
* hit, by the source's call; i = inactive; · = not tested or not shown. These rows are one share of the data; count on the stated rates, not on these rows.

SMILES | PriA SSB inh | Vc quorum ag | MazF activator | CCHFV vOTU inh | PrPC surface inh | VHR inh abs | SARS 3CLpro inh | Rv3671c inh | TcdB GH inh | Yp Topo-I inh
CCCCCCSc1ccc([C@H]2N[C@@](Cc3ccccc3)(C(=O)OC)[C@H]3C(=O)N(CC)C(=O)[C@@H]23)cc1 | 1 | -2.1 | 0 | -4 | -5 | · | · | -2 | 0.0 | 3
COc1cc(NS(=O)(=O)c2ccc(NC(=S)NC(=O)CC(C)C)cc2)nc(OC)n1 | -9 | 4.8 | 0 | 11 | 7 | 9 | 6 | 4 | · | 16
CCC(=O)N(Cc1cc(=O)[nH]c2ccccc12)c1ccc(C)cc1 | 1 | -0.3 | 6 | 17 | 19 | 18 | -2 | 4 | -0.2 | 8
CC(=O)Nc1ccc2c(c1)OCO2 | 2 | -0.1 | 9 | 7 | -2 | 22 | 3 | 4 | 0.5 | 0
CCn1c(N)c(C(=O)COC(=O)CCc2nc3ccccc3c(=O)[nH]2)c(=O)[nH]c1=O | -5 | -2.1 | -3 | 8 | -9 | · | · | 2 | 0.8 | -4
Cc1ccccc1N1CCN(S(=O)(=O)c2ccc3oc(=O)ccc3c2)CC1 | 7 | i | 5 | 5 | 2 | 19 | 4 | -4 | · | 24
O=C(NC12CC3CC(CC(C3)C1)C2)c1cccnc1Cl | 2 | -1.3 | 4 | -4 | 5 | 2 | -4 | 0 | 0.7 | -2
COc1ccc(Nc2nc(N)nc(C(F)(F)F)n2)c(OC)c1 | -2 | i | 4 | -2 | -3 | -11 | 6 | -4 | · | 3
CCOC(=O)c1c(C)n(C)c2ccc(OC(C)=O)cc12 | -23 | 0.4 | 5 | 2 | -1 | 9 | -2 | 5 | · | -9
CCc1ccc(CNC(=O)CCS(=O)(=O)Cc2ccccc2F)cc1 | -2 | -0.6 | -4 | 6 | -1 | 28 | 5 | -8 | 2.7 | 2
NC(=O)C1CCN(C(=O)C(Cc2ccccc2)NC(=O)c2ccccc2)CC1 (configuration not stated) | -8 | i | -6 | -6 | -6 | · | · | 8 | 0.7 | -2
COc1ccc(CCNC(=O)CNS(=O)(=O)c2ccc(Br)cc2)cc1 | -15 | i | 8 | -6 | 3 | · | · | -2 | -0.5 | 5
CCCCNC(=O)CCn1c(=O)c2ccccc2n(CC(=O)Nc2ccccc2OCC)c1=O | 6 | i | -18 | 0 | -3 | -10 | 2 | 10 | · | 5
Cn1nc(C(C)(C)C)c([N+](=O)[O-])c1C(N)=O | -5 | -1.6 | 6 | -13 | 4 | 9 | 1 | 2 | 0.2 | -4
CC1CN(C(=O)CCC(=O)NCc2cccnc2)c2ccccc2O1 (configuration not stated) | -5 | -0.2 | -9 | 1 | -2 | -10 | 1 | 5 | 3.4 | -2
COCCCNC(=O)Cn1c(=O)n(Cc2ccc(C(=O)NCCc3ccc(OC)c(OC)c3)cc2)c(=O)c2ccccc21 | -1 | 0.4 | 8 | -4 | -10 | 3 | -2 | 4 | 0.9 | 14
O=C(O)c1cc(Cl)c(Cl)cc1C(=O)N(Cc1ccccc1)Cc1ccccc1 | 4 | i | -7 | 14 | -6 | 14 | 3 | 0 | -1.2 | 4
CCOC(=O)c1ccccc1NC(=O)CSc1nc2ccccc2c(=O)n1CCCN1CCOCC1 | 0 | 0.4 | 10 | -2 | -9 | · | · | 0 | 2.3 | 32
COc1cc(OCc2ccccc2)c(C(=O)/C=C/c2ccc3c(c2)OCO3)c(OC)c1OC | -10 | -0.9 | -1 | 2 | 6 | · | · | -5 | 0.0 | 25
CC(OC(=O)c1ccc(F)c(S(=O)(=O)N2CCOCC2)c1)C(=O)NCC1CCCCC1 (configuration not stated) | -21 | -0.3 | -8 | -3 | -4 | · | · | 3 | 0.9 | -2
CCOC(=O)c1sc2nc3c(SCCC#N)cc(C(=O)c4cc(F)ccc4O)cn3c(=O)c2c1C | -6 | -0.6 | 4 | 3 | 0 | -2 | -4 | -18 | · | 2
CCCCOCCCNc1ncnc2c1[nH]c1ccccc12 | -9 | i | -4 | -3 | 31* | -2 | -4 | 9 | · | 18
Cc1ccc(NC(=O)CC2SC(=NCC3CCCO3)NC2=O)cc1Cl (configuration not stated) | -7 | -0.4 | 2 | 8 | -2 | 37 | 5 | 9 | · | 0
Cc1ccc(C(=O)NCCc2ccc(S(N)(=O)=O)cc2)o1 | -10 | i | -8 | -10 | 10 | 19 | 1 | 9 | 0.1 | -13
CCCc1nc2ccccc2c(=O)n1/N=C/c1ccc(O)cc1O | · | -0.2 | -9 | 2 | -2 | -6 | 0 | 8 | · | 4

Sorted by molar mass (rising): part of the list above
SMILES | PriA SSB inh | Vc quorum ag | MazF activator | CCHFV vOTU inh | PrPC surface inh | VHR inh abs | SARS 3CLpro inh | Rv3671c inh | TcdB GH inh | Yp Topo-I inh
CCCc1nc2ccccc2c(=O)n1/N=C/c1ccc(O)cc1O | · | -0.2 | -9 | 2 | -2 | -6 | 0 | 8 | · | 4
CC1CN(C(=O)CCC(=O)NCc2cccnc2)c2ccccc2O1 (configuration not stated) | -5 | -0.2 | -9 | 1 | -2 | -10 | 1 | 5 | 3.4 | -2
CCc1ccc(CNC(=O)CCS(=O)(=O)Cc2ccccc2F)cc1 | -2 | -0.6 | -4 | 6 | -1 | 28 | 5 | -8 | 2.7 | 2
NC(=O)C1CCN(C(=O)C(Cc2ccccc2)NC(=O)c2ccccc2)CC1 (configuration not stated) | -8 | i | -6 | -6 | -6 | · | · | 8 | 0.7 | -2
Cc1ccc(NC(=O)CC2SC(=NCC3CCCO3)NC2=O)cc1Cl (configuration not stated) | -7 | -0.4 | 2 | 8 | -2 | 37 | 5 | 9 | · | 0
CCn1c(N)c(C(=O)COC(=O)CCc2nc3ccccc3c(=O)[nH]2)c(=O)[nH]c1=O | -5 | -2.1 | -3 | 8 | -9 | · | · | 2 | 0.8 | -4
O=C(O)c1cc(Cl)c(Cl)cc1C(=O)N(Cc1ccccc1)Cc1ccccc1 | 4 | i | -7 | 14 | -6 | 14 | 3 | 0 | -1.2 | 4
COc1ccc(CCNC(=O)CNS(=O)(=O)c2ccc(Br)cc2)cc1 | -15 | i | 8 | -6 | 3 | · | · | -2 | -0.5 | 5
COc1cc(NS(=O)(=O)c2ccc(NC(=S)NC(=O)CC(C)C)cc2)nc(OC)n1 | -9 | 4.8 | 0 | 11 | 7 | 9 | 6 | 4 | · | 16
CC(OC(=O)c1ccc(F)c(S(=O)(=O)N2CCOCC2)c1)C(=O)NCC1CCCCC1 (configuration not stated) | -21 | -0.3 | -8 | -3 | -4 | · | · | 3 | 0.9 | -2
CCCCNC(=O)CCn1c(=O)c2ccccc2n(CC(=O)Nc2ccccc2OCC)c1=O | 6 | i | -18 | 0 | -3 | -10 | 2 | 10 | · | 5

The listing continues.
SMILES | PriA SSB inh | Vc quorum ag | MazF activator | CCHFV vOTU inh | PrPC surface inh | VHR inh abs | SARS 3CLpro inh | Rv3671c inh | TcdB GH inh | Yp Topo-I inh
Cn1c(=O)c2c(ncn2CC(=O)N/N=C/C(Cl)=C/c2ccccc2)n(C)c1=O | · | -0.3 | 7 | -10 | -1 | 3 | 7 | 6 | · | 2
O=S1(=O)CC2(N3CCOCC3)CCCCC21 (configuration not stated) | -1 | 1.1 | 3 | -21 | 6 | 17 | 0 | 9 | 1.7 | 4
O=C(CNS(=O)(=O)c1ccc(Br)cc1)Nc1ccc2c(c1)OCCO2 | -8 | i | -2 | 9 | -2 | 0 | 6 | · | -1.6 | -7
CCOC(=O)N1CCN(C(=O)CS(=O)(=O)Cc2nc(-c3cccc(OC)c3)oc2C)CC1 | -23 | -0.3 | -1 | -8 | 0 | -17 | -4 | 5 | 0.6 | 12
COc1ccc(C(=O)OCCN=C2NS(=O)(=O)c3ccccc32)cc1OC | -11 | i | -2 | 5 | 12 | 14 | 3 | -1 | -0.9 | -5
O=C(CCCN1C(=O)c2ccccc2C1=O)NCCc1ccc(OC(F)F)cc1 | -3 | -5.6 | 7 | -2 | 4 | 21 | -4 | -8 | -0.1 | 8
O=C(CSc1nc(CCC2CCCC2)nc2ccccc12)NCc1ccc2c(c1)OCO2 | -2 | -6.7 | -18 | 11 | 7 | -10 | 8 | -26 | -0.2 | 26
Cn1c(SCc2ccccn2)nnc1-c1ccccc1 | -11 | i | 1 | 0 | 1 | 6 | 2 | -4 | 1.2 | 7
O=C(O)CC(NS(=O)(=O)Cc1ccccc1)c1cccc([N+](=O)[O-])c1 (configuration not stated) | -4 | -1.9 | 1 | -12 | -8 | 16 | -1 | · | -1.0 | -1
COc1ccc(NC(=S)NCCc2c[nH]c3ccccc23)c(OC)c1 | 9 | i | -2 | -10 | 1 | 4 | 5 | -1 | 0.5 | 1
N#CC1=C(S)N(c2ccccc2)C(c2cccs2)NC1=O (configuration not stated) | 1 | -0.4 | 3 | -9 | 6 | -7 | 2 | 1 | 0.1 | 3
O=C(CNC(=O)c1nn(Cc2ccccc2)c(=O)c2ccccc12)Nc1ccc(F)c(F)c1F | -8 | 0.8 | -10 | 14 | -4 | · | · | 5 | 0.9 | 12
Nc1ncc([N+](=O)[O-])s1 | 3 | -0.3 | -1 | 14 | -24 | · | · | 3 | 0.9 | 5
CN(C)c1ccc(NC(=O)c2sc(SCC(=O)Nc3ccc(Br)cc3)nc2N)cc1 | -11 | · | 16 | 4 | 2 | 29 | 0 | 4 | · | -3
Cc1cccc(NCc2cc(Cl)cc(Cl)c2O)n1 | -29 | i | -3 | 8 | 5 | 0 | -1 | 1 | · | -6
Cc1ccc(-c2cc(C(=O)N3CCN(c4ccccc4O)CC3)c3ccccc3n2)o1 | 12 | i | 0 | -42 | -1 | 24 | -4 | 2 | 1.6 | 23
CSc1ccc(S(=O)(=O)Nc2ccc(S(=O)(=O)Nc3ccc(C)cc3)cc2)cc1 | -13 | -0.5 | 1 | 13 | 2 | 5 | 2 | -16 | · | -7
O=C(CNS(=O)(=O)c1ccc(Br)s1)N1CCN(C(=O)c2ccco2)CC1 | -3 | i | -5 | 18 | 4 | 19 | 4 | 0 | · | 3
NC(=O)CSc1nnc(CNc2ccc(F)cc2)n1CC1CCCO1 (configuration not stated) | -9 | i | -6 | -24 | 2 | -21 | 2 | -5 | · | 1
NC(=O)c1nnsc1-c1ccc(-c2snnc2C(N)=O)cc1 | -15 | -0.9 | 39 | -4 | -9 | 13 | 3 | -1 | 1.1 | 4
COc1ccccc1N1CCN(CC(O)COc2ccc(C)cc2C)CC1 (configuration not stated) | -7 | -0.5 | -4 | -6 | -2 | 10 | 3 | 0 | 0.2 | 13
O=C(Nc1cccnc1)C1CC(c2ccccc2O)=NO1 (configuration not stated) | -3 | 6.2 | -1 | -14 | 1 | 6 | 3 | 0 | 0.5 | -2
O=C1NC(=O)/C(=C/c2cccc([N+](=O)[O-])c2)N1 | -1 | i | -1 | -2 | -29 | 9 | 3 | 0 | 0.7 | -4

Screening results (PubChem)
